RTF Ca sens inh: cardiac RTF calcium desensitization | P19429+P45379 | IANBD-labeled cardiac RTF, Ca2+ fluorescence | 340,000 compounds, 0.12% hits | inhibition, % at 7.15 µM;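 active = inhibition above the mean inhibition of all tested compounds plus 3 SD, cut at about 17% in these data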;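 also: assay run at fixed EC70 calcium of 1.6 mM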
OPRM1-OPRD1 ag: OPRM1-OPRD1 heterodimerization agonism; AID 504326; activation, % at 9.3 µM; cells, luminescence; 340,000 compounds, 0.3% hits; P35372+P41143; in the data active = activation above about 18%;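 also: 0% = vehicle-treated cells and 100% = reference agonist; values of inactives mirror those of a sister screen read the other way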
Target sequence (P35372 whole entry, looked up): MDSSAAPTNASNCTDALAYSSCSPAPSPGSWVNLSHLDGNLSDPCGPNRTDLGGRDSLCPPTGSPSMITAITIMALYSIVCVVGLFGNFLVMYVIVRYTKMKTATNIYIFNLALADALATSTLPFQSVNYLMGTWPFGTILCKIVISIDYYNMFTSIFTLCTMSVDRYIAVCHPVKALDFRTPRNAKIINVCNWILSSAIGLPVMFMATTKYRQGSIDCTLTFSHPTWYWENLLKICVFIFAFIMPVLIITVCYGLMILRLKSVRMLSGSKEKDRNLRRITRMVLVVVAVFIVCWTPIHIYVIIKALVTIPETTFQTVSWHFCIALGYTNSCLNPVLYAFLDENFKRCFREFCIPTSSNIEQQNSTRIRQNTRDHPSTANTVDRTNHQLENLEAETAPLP
Target sequence (P41143 whole entry, looked up): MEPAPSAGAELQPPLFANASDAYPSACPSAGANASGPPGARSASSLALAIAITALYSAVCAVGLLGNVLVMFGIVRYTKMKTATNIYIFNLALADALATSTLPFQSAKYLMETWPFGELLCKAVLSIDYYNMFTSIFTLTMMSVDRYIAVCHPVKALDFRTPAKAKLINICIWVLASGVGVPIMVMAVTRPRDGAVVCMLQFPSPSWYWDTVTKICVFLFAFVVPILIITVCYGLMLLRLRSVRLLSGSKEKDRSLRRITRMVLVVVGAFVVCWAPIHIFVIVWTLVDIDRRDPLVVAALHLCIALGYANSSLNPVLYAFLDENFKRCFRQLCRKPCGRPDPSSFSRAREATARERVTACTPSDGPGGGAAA
DSG3 Ab inh: human desmoglein-3 autoantibody binding inhibition. P32926. DSG3-coupled beads, scFv-anti-DSG3-GFP binding, flow cytometry; hits give low values. binding (percent of control), % at 10 µM. 310,000 compounds, 0.48% hits;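 active = binding more than 3 SD below its plate's average and above zero; inconclusive = below that plate limit but binding exactly zero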;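 also: hits lower antibody fragment binding to DSG3; some compounds called inactive have numbers as strong as hits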
V-ATPase pHluor: alters yeast V-ATPase proton transport; S. cerevisiae, pHLuorin cytosolic pH fluorescence; response, % at 10 µM; 350,000 compounds, 0.37% hits; AID 504577; in the data active = response mostly above about 7.3%, no sharp cut-off; inactive = mostly below about 5.4%; also: actives read high; inactives centre near 0; some compounds called inactive have numbers as strong as hits; reference of the scale not given here
Arr AP2 block: human beta-arrestin and AP2 interaction inhibition | AID 504490 | inhibition, % at 10 µM | 340,000 compounds, 0.31% hits | FITC-arrestin peptide / GST-AP2 beads, flow cytometry; AP2 beta2 appendage carries R879A mutation;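 active = inhibition above a set limit, near 3 SD of compounds lacking own fluorescence, cut at about 54% in these data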;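 also: plate controls were DMSO wells for no effect and 5 µM unlabelled arrestin peptide for full effect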
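Assay system: GST-AP2 R879A bound to glutathione beads, E. coli-expressed; Medium: PBS with 0.05% Tween 20 and 0.1% BSA; Also added: fluorescein-tagged arrestin peptide at 50 nM final; Timing: 12 min plus 1 h, RT; Measured by: flow cytometry, FL1 (488/535 nm); Evaluation: percent drop in bead-associated FITC signal.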
Keap1-Nrf2 PPI: disrupts human Keap1 binding to Nrf2 peptide. 340,000 compounds, 0.15% hits. Keap1 Kelch-Nrf2 peptide fluorescence polarization, 1536-well. Q14145. inhibition, % at 9.4 µM. AID 504523; in the data active = inhibition above about 12%; inconclusive = no clear call, values can overlap the other calls; inactive = below about 7.3%;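 also: human Keap1 Kelch domain with fluorescein labeled Nrf2 9mer peptide probe; 0% = neutral control wells and 100% = peptide positive control; higher means more block of Keap1 binding to Nrf2 peptide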
MOR-DOR inv ag: inverse agonists of human mu-delta opioid receptor heterodimerization; cell-based MOR-DOR heterodimer luminescence, inverse agonism; 340,000 compounds, 0.21% hits; P35372+P41143; inhibition, % at 9.3 µM; in the data active = inhibition above about 22%, passing the limit was not always enough;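 also: 0% = cells with DMSO and 100% = wells without cells with DMSO; values of inactives mirror those of a sister screen read the other way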
cardiac RTF act: increases calcium sensitivity of human cardiac regulated thin filaments; IANBD-labeled TnC RTF fluorescence at EC20 calcium; 0% EC20 calcium, 100% full calcium; 340,000 compounds, 0.24% hits; activation, % at 7.2 µM; P19429+P45379;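 active = activation above the mean over all tested compounds plus 3 SD, cut at about 30% in these data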;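 also: rise in fluorescence read as greater calcium sensitivity of cardiac thin filaments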
Wnt bcat act: Wnt/beta-catenin pathway activation; Wnt/beta-catenin reporter cell assay, activator, plate reader; activation, % at 9.35 µM; 300,000 compounds, 1.2% hits; AID 743398; in the data active = activation above about 30%, passing the limit was not always enough; inconclusive = no clear call, values can overlap the other calls;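 also: 0% = neutral control wells and 100% = positive control wells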
C-LANA FP: blocks KSHV LANA C-terminal domain binding to DNA; MBP-C-LANA/FAM-LBS DNA binding, fluorescence polarization; inhibition, % at 9 µM; 340,000 compounds, 0.078% hits; AID 504423;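 active = highest replicate inhibition at or above 60% at 9 µM, even if other replicates fall short; inactive = all replicates below 60% inhibition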;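 also: 0% = neutral control wells and 100% = 4 µM acridine orange control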
Numbers without * were called inactive; ? = inconclusive; . = no result given.

SMILES	RTF Ca sens inh	OPRM1-OPRD1 ag	DSG3 Ab inh	V-ATPase pHluor	Arr AP2 block	Keap1-Nrf2 PPI	MOR-DOR inv ag	cardiac RTF act	Wnt bcat act	C-LANA FP
CCN(CC(=O)Nc1ccccc1OC)C(=O)CCc1ccccc1	-2	-2.3	106	5	1	0	12	2	1	-0.1
CC1(C)CC2CN(C(=O)Cc3ccccc3)C(C)(C2)C1 (centres undefined)	-2	-0.9	110	1	-1	-8	6	6	-7	-0.5
COc1ccc(S(=O)(=O)N/N=C(/C)c2ccc(C)o2)cc1	-4	1.6	.	0	6	-4	-8	12	1	-1.9
CC1CCC(NC(=O)c2ccc(-n3cncn3)c([N+](=O)[O-])c2)CC1 (centres undefined)	-9	0.9	97	0	-11	-4	-6	1	-3	0.2
COC(=O)c1cc(NC(=O)c2ccccc2)c(=O)oc1/C=C/Nc1ccc(Oc2ccccc2)cc1	-254	-3.0	547	2	-9	-190	16	113*	-1	9.5
Cc1cc(C(=O)COC(=O)C2CC2)c(C)n1-c1ccc(F)cc1	-4	0.3	100	2	2	1	-1	-4	-4	1.2
COc1ccc(NS(=O)(=O)c2ccc(N3CCOCC3)c(NC(=O)c3ccc(OC)cc3)c2)cc1	-7	-1.3	101	-2	-10	4	7	-1	.	0.1
CCN(CC)CCNC(=O)c1cccc(NC(=O)C(=O)c2ccccc2NC(C)=O)c1	-1	-0.6	.	2	45	4	3	1	2	-1.6
O=C(c1ccoc1)N1CCC2(CCCN(Cc3ccc(F)c(F)c3)C2)C1 (centres undefined)	1	0.1	109	-1	-6	-2	-1	6	0	0.5
O=C(NCCc1ccccc1F)C1CC(O)CN1C(=O)Nc1ccccc1 (centres undefined)	2	-1.2	106	-3	-10	-1	6	-3	-1	5.1
Cn1c(CC(=O)Nc2ccccc2Cl)nnc1SCC(=O)Nc1nncs1	5	0.9	94	0	17	1	-8	4	3	0.0
CCCCNC(=O)OCCNC(=O)Oc1cccc(C)c1	0	-0.5	97	13	10	2	3	8	.	0.3
CCOc1ncccc1C(=O)OCC(=O)N(CC(C)C)C1CCS(=O)(=O)C1 (centres undefined)	-5	-1.3	96	-1	0	-3	7	-4	-1	-0.2
COC(=O)/C=C/c1cc(F)ccc1S(=O)(=O)NC(C)(C)C	-1	-1.1	108	0	-8	-5	6	3	-2	-1.6
Cc1cccn2c(=O)c(/C=C(\C#N)C(=O)NC3CCS(=O)(=O)C3)c(Oc3ccccc3Cl)nc12 (centres undefined)	3	0.1	101	2	2	-1	-1	0	-3	-0.9
COc1cc(C(=O)NC(=S)NNC(=O)[C@H]2C[C@@H]2c2ccccc2)cc(OC)c1OC	0	-2.8	99	-6	21	-5	14	0	-1	-0.5
Cc1ccccc1N=C1N=C(N)c2ccccc21	-9	-0.4	89	1	1	-3	2	6	1	-0.2
O=C(CCS(=O)(=O)c1ccc(Br)cc1)Nc1cc(F)ccc1F	5	-1.5	103	-1	12	3	8	4	-5	2.0
CCc1ccc(C(=O)/C=C/NCc2ccc(F)cc2)cc1	-10	0.3	102	0	6	-10	-1	1	10	0.1
CCOC(=O)c1ccccc1NC(=O)C1CSC2(C)CCC(=O)N12 (centres undefined)	5	-1.0	103	5	18	-1	5	-3	15	1.0
Cn1nccc1C(=O)Nc1ccccc1C(=O)O	-11	-1.0	112	1	2	-4	4	-2	3	1.3
Cc1cc(C)c(NS(=O)(=O)c2ccc3c(c2)NC(=O)CCS3)c(C)c1	1	1.5	100	-7	3	-6	-8	-3	-2	-1.8
O=C(Cn1nc(-c2ccccc2F)ccc1=O)NCc1ccc2c(c1)OCO2	1	-2.4	100	3	-8	-3	13	-2	.	1.9
C=C(C)c1cccc(C(C)(C)NC(=O)N2CCN(C)CC2)c1	-6	-2.9	103	0	7	-2	16	2	-4	3.3
Cc1ccc[n+](CC(=O)c2ccc(NC(=O)c3ccccc3)cc2)c1C	.	.	95	2	-2	.	.	.	2	.
O=C(Cc1cccs1)NCc1cccc(C(F)(F)F)c1	-3	-4.4	97	0	13	2	23	-2	16	-1.3
O=C(Nc1ccc2c(c1)OCCO2)c1ccccn1	-4	0.6	100	2	24	0	-3	-5	.	0.6
COc1cc(/C=C2\SC(=S)N(CC(=O)NC(C)(C)C)C2=O)cc(OC)c1OC	-8	0.3	87	-1	-3	-12	-2	0	-6	-2.3
COc1ccc(OC)c(C(C)NS(=O)(=O)c2cccs2)c1 (centres undefined)	-10	-3.0	.	1	3	-3	11	0	1	2.3
CSCCC(NC(=O)c1ccccc1Br)C(=O)NCc1ccc(F)cc1 (centres undefined)	-4	-3.6	98	2	13	0	16	2	-2	0.1
Cn1c(=O)c2c(ncn2CC(=O)OCC(=O)c2ccc(F)c(F)c2)n(C)c1=O	-2	-4.2	103	2	1	-2	21	-3	1	-0.9
Cn1c(CC(=O)Nc2ccccc2F)nnc1SCC(=O)Nc1nncs1	-10	0.8	101	-1	21	1	-6	-1	-3	-0.5
CC1(C)C(=O)N(OCc2ccccc2)C(C)(C)C(=O)N1OCc1ccccc1	-4	0.5	102	.	-8	-6	-3	8	.	0.8
O=C(c1ccccc1)N1CCN(CC(O)COc2cccc3ccccc23)CC1 (centres undefined)	-4	-3.4	116	-3	3	-4	17	-1	2	1.6
CCOC(=O)C1CCCN(c2oc(-c3ccc(OC)cc3)nc2C#N)C1 (centres undefined)	-5	0.5	100	-3	14	-2	-3	3	-1	0.2
COc1cc(NC(=O)COc2ccccc2Cl)ccc1NC(=O)C(C)C	4	-2.2	107	0	-5	2	11	-5	8	-2.2
Clc1ccc(-c2nsc(N3CCOCC3)n2)c(Cl)c1	4	3.2	99	0	4	1	-17	0	?	1.6
COc1ccc(Nc2ccc(S(=O)(=O)N3CCCCC3)cc2[N+](=O)[O-])cc1Cl	2	0.8	109	-7	-2	1	-4	-10	-2	0.2
O=C1NC(=Nc2ccccc2Br)SC1(CO)CO	2	-2.4	108	2	-12	-1	12	0	1	0.1
CN(/N=C/c1ccncc1)c1cnn(-c2ccc(F)c(Cl)c2)c(=O)c1Cl	-6	-3.6	98	2	-1	-1	16	1	4	0.9

One compound at a time, from the list above:
COc1ccc(OC)c(C(C)NS(=O)(=O)c2cccs2)c1 (centres undefined) is listed with RTF Ca sens inh: -10; OPRM1-OPRD1 ag: -3.0; DSG3 Ab inh: .; V-ATPase pHluor: 1; Arr AP2 block: 3; Keap1-Nrf2 PPI: -3; MOR-DOR inv ag: 11; cardiac RTF act: 0; Wnt bcat act: 1; C-LANA FP: 2.3
O=C1NC(=Nc2ccccc2Br)SC1(CO)CO is listed with RTF Ca sens inh: 2; OPRM1-OPRD1 ag: -2.4; DSG3 Ab inh: 108; V-ATPase pHluor: 2; Arr AP2 block: -12; Keap1-Nrf2 PPI: -1; MOR-DOR inv ag: 12; cardiac RTF act: 0; Wnt bcat act: 1; C-LANA FP: 0.1

(next part)
SMILES	RTF Ca sens inh	OPRM1-OPRD1 ag	DSG3 Ab inh	V-ATPase pHluor	Arr AP2 block	Keap1-Nrf2 PPI	MOR-DOR inv ag	cardiac RTF act	Wnt bcat act	C-LANA FP
Cc1cc(N2CCN(C(c3ccccc3)c3ccccc3)CC2)n2ncnc2n1	-10	-3.4	100	0	3	-5	20	5	.	0.1
CCOC(=O)c1c(C)n(C)c2ccc(OC(C)C(=O)OC)cc12 (centres undefined)	0	-0.8	95	-3	30	0	4	0	.	0.6
COc1ccc(NC(=S)/N=C(\N)Nc2nc(C)c3ccccc3n2)cc1	-7	0.1	110	1	23	-3	0	-4	6	-4.2
O=C(N/N=C\c1ccc(Sc2ccccn2)o1)c1cccc(Br)c1	-5	-0.6	105	4	-3	-5	3	9	-6	-1.0
Cc1cccc(C)c1NC(=O)CN1C(=O)S/C(=C\c2cccn2-c2cccc(C(=O)O)c2)C1=O	-13	-1.6	103	-2	-2	-1	8	-2	-3	0.5
COc1ccc2[nH]c(C(=O)N3CCN(C)CC3)c(C)c2c1	-2	-0.9	120	-2	-22	-1	4	4	1	-1.0
O=C(OCc1nc2ccccc2s1)c1cccs1	-6	0.0	103	-3	1	-7	0	-3	.	0.9
CCOC(=O)c1c(C)[nH]c(N=Nc2ccc(C)cc2)c1C	-5	6.0	94	-1	1	2	-33	-6	.	0.5
CSc1nnc(-c2ccc(Cl)cc2Cl)o1	-1	-0.3	103	2	-5	-3	2	3	.	0.7
COC(=O)c1cc(Br)cn1S(=O)(=O)c1ccccc1	-3	0.6	96	0	38	0	-3	-7	5	0.7
COc1ccc(C(CC(=O)NCc2ccccc2)C(C)C)cc1 (centres undefined)	-5	0.7	116	1	5	-3	-4	5	-1	0.6
CN(C)C(CNC(=O)c1oc2ccccc2c1CSc1ncn[nH]1)c1ccco1 (centres undefined)	14	21*	104	1	-29	-1	-111	6	-3	0.6
CC1=Nn2c(nc(-c3ccccc3)c2-c2ccccc2)N(CC(N)=O)C(=O)C1	-7	-1.7	107	-5	-4	5	8	1	-1	4.2
CCN(CC)CCN1C(=O)C2C3c4ccccc4C(c4ccccc43)C2C1=O (centres undefined)	2	-1.9	.	-1	-1	-1	8	-2	1	-0.4
Cc1cc(S(N)(=O)=O)c(N)c(S(N)(=O)=O)c1	-1	-2.0	92	-2	-10	2	11	8	2	4.3
O=C(Cc1ccccc1)Nc1ccc(N2CCOCC2)cc1	3	0.5	85	-2	10	-4	-4	-4	26	0.0
CCN(CC)CCNc1nc(-c2cccs2)c(CC(=O)O)s1	-3	-4.6	91	-3	43	-2	21	2	-1	-9.8
Cc1ccc(-c2csc(Cc3nc(-c4cc5ccccc5oc4=O)cs3)n2)cc1	-19	3.0	98	1	21	1	-18	5	-3	-0.4
Cc1cccc(NC(=O)CCc2ccccc2)c1C	-8	-0.6	108	-2	10	-5	3	2	1	1.9
Cc1ccc(C(=O)N2CC(C)OC(C)C2)c(Cl)c1 (centres undefined)	0	-2.0	101	-2	-3	-6	9	0	.	-0.9
C#CCOCCOCCOCCNc1nc(N2CCN(C(=O)Cn3cc(CCCCN)nn3)CC2)nc(N2CCN(C(=O)[C@H]([C@@H](C)CC)n3cc(CCCN=C(N)N)nn3)CC2)n1	-5	-1.7	111	0	-5	-9	9	1	0	-1.4
COCCN(C(=O)COC(=O)c1ccc(C)s1)c1c(N)n(Cc2ccccc2)c(=O)[nH]c1=O	-29	-1.2	103	1	1	4	6	-2	-2	1.8
Cc1cccc(-c2csc(NC(=O)c3cnccn3)c2C(=O)OC(C)C)c1	1	-1.3	97	-2	-4	2	8	3	-8	-0.1
Cc1ccc(C)c2[nH]c(=O)c(CN(CCN3CCCC3)C(=O)Nc3cccc(Cl)c3)cc12	1	7.7	126	2	2	-11	-43	2	.	-5.1
CNC(=O)c1cc(C(=O)c2ccccc2Br)c[nH]1	0	-3.5	116	0	37	3	16	-4	2	0.9
O=C(c1cnc(Cl)c(Cl)c1)N1CCC(Cc2ccccc2)CC1	3	4.7	88	3	0	1	-24	5	-4	0.1

Assay outcomes deposited in PubChem BioAssay by several laboratories.
